# Bioassay records deposited in PubChem BioAssay by National Center for Advancing Translational Sciences (NCATS).
# EPAC1 ag – agonists of human EPAC1; O95398; EPAC1 agonist qHTS, biochemical assay; response scale: 100% = response to 6.5 mM cAMP; Potency, µM (series often up to 154 µM), for inactives: at the top dose activation, usual class: activators; 0.073% of 360,000 active; AID 720707; also: potency is read from the fitted curve at half-maximal effect; nearly all actives have a fitted effect of over 60% in size
#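 Normalized to 6.5 mM cAMP, activity reflects EPAC1-catalysed release of BODIPY-GDP from Rap1B, followed kinetically over 30 min at 480 nm excitation, 540 nm emission. Reaction contained 100 nM EPAC1, 250 nM Rap1B-BODIPY-GDP, 50 uM GDP.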
# EPAC1 antag – EPAC1 (human) antagonism; O95398; EPAC1 GEF assay, Rap1b-BODIPY-GDP exchange fluorescence; Potency, µM (series often up to 115 µM), for inactives: at the highest dose activity change, negative = inhibition, most hits filed as inhibitors; 0.14% of 360,000 active;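 also: potency is read from the fitted curve at half-maximal effect; plate controls were vehicle for no effect and positive control for full effect; nearly all actives have a fitted effect of over 50% in size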
# aSyn yeast inh – inhibitors of alpha-synuclein toxicity in yeast; Yeast expressing alpha-synuclein, growth rescue, BacTiter-Glo, 24 h; 0.14% of 370,000 active; Potency, µM (doses to about 46.1 µM), inactives show at the top dose growth rescue (activation), actives largely listed as activators; also: potency is read from the fitted curve at half-maximal effect; % of control where 0% means no effect; nearly all actives have a fitted effect of over 65% in size
#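 Readout is rescue of growth in alpha-synuclein-expressing yeast, so inhibitors of toxicity appear as activators. Growth after 24 hr at 30 deg C in galactose medium is quantified by luminescence.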
# IL-2 act – IL-2 activation. IL-2 activation reporter assay, cell-based qHTS; stimulated with anti-CD3/CD4/CD28 beads; in transgenic mouse T cells. activation, % (series mostly up to about 46 µM). 0.065% of 360,000 active. AID 652025; in the data active = activation above about 50%; inconclusive = mostly about 30% to 49%; also: 0% is about no effect
#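 EGFP and DsRed fluorescence is measured by plate cytometry in unstimulated transgenic mouse T cells exposed to compound for 60 minutes, then stimulated 18 hours at 37 degrees C with anti-CD3/anti-CD4 beads plus anti-CD28.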
# PI5P4Ka inh – inhibitors of human PI5P4K alpha; 1.2% of 330,000 active; max response, %; PI5P4Kalpha enzyme, ADP-Glo luminescence, 60 min; hits give low values; active = max response of -50% or lower; inconclusive = between -30% and -50%; inactive = -30% or higher; also: value at the top dose of about 77 µM; % is scaled to controls: 0 for no effect and ±100 for the full control effect
# Target sequence (P48426 whole entry, looked up): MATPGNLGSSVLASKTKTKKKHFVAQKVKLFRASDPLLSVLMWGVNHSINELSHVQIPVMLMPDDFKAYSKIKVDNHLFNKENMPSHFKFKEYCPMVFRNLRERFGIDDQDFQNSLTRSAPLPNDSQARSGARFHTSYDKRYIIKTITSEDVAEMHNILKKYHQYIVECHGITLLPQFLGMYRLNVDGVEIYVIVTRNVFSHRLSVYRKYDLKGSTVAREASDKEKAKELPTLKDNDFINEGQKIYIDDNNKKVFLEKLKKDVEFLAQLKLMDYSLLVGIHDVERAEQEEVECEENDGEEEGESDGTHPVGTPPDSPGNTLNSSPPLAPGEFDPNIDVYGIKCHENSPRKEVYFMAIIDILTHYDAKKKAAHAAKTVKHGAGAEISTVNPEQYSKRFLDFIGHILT
#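 Controls without substrate or without enzyme flank wells where PI5P4Kalpha converts substrate using 5 microM ATP (final). Incubation lasts 60 minutes at room temperature; ADP formed is read by ADP-Glo luminescence.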
# Abeta rescue – compounds reversing amyloid beta toxicity in yeast; yeast expressing A-beta42, growth rescue, OD600, 48 h; response scale: 0% DMSO, 100% iron-clioquinol control; Potency, µM (top dose mostly 46.1 µM), for the others: at the top dose growth rescue, hits mostly activators; 0.063% of 410,000 active; AID 1347071; also: potency is read from the fitted curve at half-maximal effect; nearly all actives have a fitted effect of over 55% in size
#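 Yeast growth medium received pinned compounds, then yeast cells expressing toxic A-beta were added; plates incubated at 30 C for 48 hr. Growth read as absorbance at 600 nm, normalized to DMSO and equimolar FeCl3 plus clioquinol controls.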
# WRN inhibitor – WRN helicase (human) inhibition. WRN helicase unwinding, fluorescent forked duplex, kinetic. Potency, µM (titrated, usually from 114 µM), for the others: top-dose activity change, negative = inhibition, hits mostly inhibitors. 0.46% of 360,000 active; also: potency is read from the fitted curve at half-maximal effect; % is scaled to controls: 0 for no effect and ±100 for the full control effect; nearly all actives have a fitted effect of over 55% in size
#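 WRN at 20 nM final preincubated with compound 15 min at room temperature; reaction started with 100 nM fluorophore/quencher forked duplex oligonucleotide and 2 mM ATP final. Unwinding followed kinetically by red fluorescence (ex 525, em 598 nm).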
# PLK1 PBD inh – PLK1 (human) polo-box domain binding inhibition; Plk1 PBD binding of FITC phosphopeptide, fluorescence polarization; Potency, µM, inactives show max response, negative = inhibition, most hits filed as inhibitors; 2.8% of 360,000 active; also: potency is read from the fitted curve at half-maximal effect; series mostly up to about 57 µM; % is scaled to controls: 0 for no effect and ±100 for the full control effect; nearly all actives have a fitted effect of over 65% in size
# Target sequence (P53350 whole entry, looked up, the tested form may be a part): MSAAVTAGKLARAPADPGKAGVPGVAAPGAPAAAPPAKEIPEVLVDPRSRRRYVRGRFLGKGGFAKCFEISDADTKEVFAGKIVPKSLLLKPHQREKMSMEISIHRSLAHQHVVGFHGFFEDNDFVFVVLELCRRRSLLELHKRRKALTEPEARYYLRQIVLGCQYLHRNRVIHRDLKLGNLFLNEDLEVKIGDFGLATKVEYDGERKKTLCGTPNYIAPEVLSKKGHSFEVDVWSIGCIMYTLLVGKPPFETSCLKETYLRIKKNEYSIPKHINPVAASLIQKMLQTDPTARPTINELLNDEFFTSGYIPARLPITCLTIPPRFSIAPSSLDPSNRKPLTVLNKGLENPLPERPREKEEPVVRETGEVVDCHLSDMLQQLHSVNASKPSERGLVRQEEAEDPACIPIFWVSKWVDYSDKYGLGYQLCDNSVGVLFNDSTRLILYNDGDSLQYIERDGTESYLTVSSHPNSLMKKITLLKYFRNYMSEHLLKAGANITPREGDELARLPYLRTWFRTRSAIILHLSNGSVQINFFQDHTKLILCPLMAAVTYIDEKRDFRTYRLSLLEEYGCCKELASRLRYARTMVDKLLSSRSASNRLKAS
# FUS yeast rescue – rescues growth of FUS-expressing yeast; 0.24% of 390,000 active; S. cerevisiae FUS-expressing, growth rescue, OD600, 24 h; AID 1347120; Potency, µM (highest dose often 76.6 µM), for the others: top-dose growth rescue (activation), actives largely listed as activators;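 also: potency is read from the fitted curve at half-maximal effect; plate controls were DMSO vehicle for no effect and reference control for full effect; nearly all actives have a fitted effect of over 55% in size; some results filed as inactive show a strong effect at the top dose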
#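 Quantitative HTS measuring growth restoration of FUS-toxic yeast. Galactose-induced cells (OD 0.005) were exposed 24hr at 30C to compounds at several concentrations, then absorbance at 600 nm was recorded.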
# * = called active by the depositor; u = inconclusive; x = not tested or not shown; & = joins results of further samples; [ ] = dose if it differs, or a comment. Unless noted, calls follow the shape of the dose curve; as a rule, active = well fitted curve in the direction sought with a large enough effect; inconclusive = small, poorly fitted or top-dose-only effect, or another doubt; inactive = no such curve, though single readings can be large; an effect the other way counts as inactive or inconclusive.
SMILES,EPAC1 ag,EPAC1 antag,aSyn yeast inh,IL-2 act,PI5P4Ka inh,Abeta rescue,WRN inhibitor,PLK1 PBD inh,FUS yeast rescue
Cn1c(=O)c2cc(NC(=O)CCc3ccc(O)cc3)ccc2n1Cc1cccc(C(F)(F)F)c1,-5.2%,-3.0%,2.1%,-0.3,-1.7,-5.1%,-3.8%,3.9%,15.0%
COc1ccc(C)cc1NC(=O)NNC(=O)C(C)Oc1ccc(F)cc1Cl (stereo not drawn),-5.4%,10.1%,-0.4%,-0.2,3.2,14.5%,-1.5%,-13.2%,24.3%
COc1cc(-c2cnc3c(NC=O)cc(-c4ccc(S(C)(=O)=O)cc4)cn23)cc(OC)c1OC,10.8%,-14.9%,1.3%,0.8,-24.2,-7.7%,u,-8.1%,u
CCCCCCCCCc1conc1C(=O)CP(=O)(OC)OC,-28.5%,-9.7%,-4.1%,-0.6,5.0,1.2%,-2.4%,-3.4%,42.0%
Cc1nc2[nH]c(=S)[nH]c2c(=O)[nH]1,6.5%,-7.4%,0.4%,1.6,-21.2,1.0%,0.3%,-0.9%,-18.4%
CN(CCc1ccccc1)C(=O)c1ccc(NC(=O)Cc2ccc(NC(=O)C3CCCN(C(=O)CCc4ccccc4)C3)cc2)cc1 (stereo not drawn),-9.3%,-23.3%,6.0%,-0.5,-2.6,1.1%,5.2%,-3.2%,u
O=C(Cn1nnc2ccccc21)NNC(=S)NC1CCCCC1,-13.5%,3.4%,-7.1%,-1.3,-5.8,12.1%,-1.0%,-7.8%,23.7%
COc1cc(-c2nc3ccccn3c2/N=C/c2ccccc2)ccc1O,5.0%,17.2%,-8.9%,-1.5,x,-23.5%,-14.8%,-7.2%,-0.4%
Cc1cc(=O)[nH]c(SCc2nnc(-c3ccccc3)o2)n1,-2.9%,7.9%,-3.4%,1.4,-18.4,5.8%,8.9%,-7.5%,-3.7%
O=C(NCC(c1ccco1)N1CCCC1)c1cn(-c2ccccc2)nc1-c1ccc(F)cc1 (stereo not drawn),6.7%,2.5%,1.6%,-5.8,14.1,4.5%,-1.4%,-1.9%,-2.2%
COCCN(C(=O)CC1OC(=O)c2ccccc21)c1c(N)n(Cc2ccccc2)c(=O)[nH]c1=O (stereo not drawn),9.2%,-25.3%,-2.5%,-0.2,1.3,-5.9%,-4.2%,-3.0%,-4.7%
CN(C)c1nc(=S)nc(NCc2ccccc2)[nH]1,-6.8%,-2.1%,-11.6%,-1.4,-9.4,3.9%,4.8%,-16.6%,7.0%
Cc1csc2ncc(C(=O)NCc3ccc4c(c3)OCO4)c(=O)n12,-0.3%,-0.6%,0.2%,-0.6,-1.1,8.5%,-2.2%,-13.3%,3.4%
Clc1ccc(Cc2nnc(-c3cccs3)o2)cc1,1.2%,-21.0%,6.8%,-2.9,-0.4,-15.8%,5.0%,-26.8%,-13.7%
CN1CCN(CC#CC(C)(O)C2CC3C=CC2C3)CC1 (stereo not drawn),5.4%,8.9%,-5.2%,0.9,-9.7,-11.1%,11.7%,-6.1%,10.1%
CC(C)(C)c1cc(N/C=C\c2nnnn2-c2ccc(Br)cc2)no1,0.6%,-2.4%,-1.0%,-2.4,0.3,-7.5%,-3.7%,-10.5%,9.2%
Cc1ccccc1NC(=O)c1ccc2c(O)c(S(=O)(=O)c3ccccc3)c(=O)[nH]c2c1,2.3%,6.8%,u,-3.1,-13.4,10.8%&14.0%,-7.7%,-17.2%,19.5%&-9.3%
O=C(NCc1ccccc1OC(F)(F)F)C1CCC(=O)N(Cc2ccccn2)C1 (stereo not drawn),3.0%,-0.6%,5.3%,-3.0,-29.3,18.5%,2.5%,11.9µM*,9.1%
Cc1ccccc1Nc1nc(N)nc(COC(=O)c2cccc(S(=O)(=O)N(C)c3ccccc3)c2)n1,6.3%,-1.1%,16.2%,-0.8,-3.5,-0.3%,14.8%,2.4%,40.2%
OC(CN1CCN(c2ccc(F)cc2)CC1)c1ccc(Cl)cc1 (stereo not drawn),2.9%,-7.3%,2.4%,-0.9,6.6,5.0%,6.0%,3.6%,30.9%
CCN(CC)C(=O)Cn1cc(S(=O)(=O)CC(=O)N2CCCCCC2)c2ccccc21,-11.9%,-18.3%,-3.1%,0.1,7.2,-10.1%,-2.9%,-4.5%,2.8%
Cc1ccc(C(=O)Nc2ncccc2C)cc1S(=O)(=O)N1CCCCC1,3.4%,-16.3%,-0.5%,1.9,7.0,6.3%,-8.4%,1.2%,0.2%
CCOC(=O)C1(CC2CCCCO2)CCN(C(=O)NCc2ccccc2)CC1 (stereo not drawn),-9.5%,-11.1%,-3.3%,-4.6,-1.3,2.5%,10.1%,-3.0%,-5.2%
COc1cccc(C(=O)NNC(=O)c2ccc3ccccc3c2)c1,-6.4%,-5.7%,-11.7%,1.0,1.4,-4.8%,-4.1%,-2.0%,7.5%
O=C(C1COc2ccccc2O1)N1CCn2c(nc3ccccc32)C1 (stereo not drawn),-5.5%,-13.6%,3.7%,-1.7,0.4,0.4%,9.6%,2.2%,-5.4%
COc1ccc(-n2nc3c(N4CCC(C(=O)N5CCCCCC5)CC4)nnc(C)c3c2C)cc1,-1.9%,-17.8%,-6.1%,-4.5,-4.1,7.2%,7.2%,-11.7%,29.9%
CCCCCCN1C[C@@H](n2cc(COC(=O)c3ccccc3)nn2)[C@H](O)C[C@@H]1c1ccc(Cl)cc1,4.8%,-2.0%,-0.4%,-3.8,15.5,12.3%,0.0%,4.1%,-25.5%
COc1ccc(NC(=O)Nc2cccc3c2O[C@H](CN(C)C(=O)Nc2c(C)noc2C)[C@@H](C)CN([C@H](C)CO)C3=O)cc1,7.5%,-3.2%,-1.6%,-0.2,-0.2,0.8%,-0.3%,-14.3%,u
CCn1ncc(Cl)c1C(=O)NC(=S)Nc1c(C)cc(C)cc1[N+](=O)[O-],-0.1%,-19.7%,1.7%,-3.7,-5.7,0.0%,-8.4%,1.1%,x
N#Cc1c(N)nc(-c2ccccc2)nc1-c1ccccc1,1.4%,9.0%,-1.5%,1.9,x,15.4%,-8.4%,-0.3%,-2.3%
COc1cc2c(cc1OC)C1=NC(=O)CN1C(SCc1ccccc1C)=N2,1.8%,8.9%,x,0.2,-3.1,8.1%,-9.9%,3.0%,-2.4%
O=C(Cc1ccccc1)Nc1ccccc1C(=O)O,-3.6%,11.9%,-3.4%,-3.2,-6.6,10.4%,3.4%,-1.7%,13.5%
CCn1c(=O)cc(SCC(=O)Nc2cccc(C)n2)c2ccccc21,-5.1%,6.8%,0.2%,8.0,-19.9,-19.4%,-3.2%,-21.2%,-10.4%
COC(=O)Cc1c(C)c2ccc(OCC(=O)c3ccc(OC)c(OC)c3)cc2oc1=O,3.7%,7.2%,-6.0%,4.9,4.8,0.8%,5.4%,-12.1%,-2.0%
CC(C)C(=O)N1CCN(c2ccccc2NC(=O)COc2ccccc2)CC1,4.6%,-20.6%,-9.8%,-0.3,1.8,7.4%,11.6%,-4.9%,12.0%
COc1cc(NC(=O)CN(c2cc(C)cc(C)c2)S(=O)(=O)c2c(C)[nH]c(=O)[nH]c2=O)cc(OC)c1,3.2%,0.8%,1.6%,-2.2,0.5,5.2%&-3.7%,-1.5%,-17.4%,12.7%&10.6%
CCN(CC)c1cc(C)c2cc(NC(=O)c3ccc(Br)o3)ccc2n1,8.6%,0.0%,1.9%,-1.0,x,0.8%,9.0%,-2.3%,22.8%
O=C(c1cccnc1)N1CCC2CC1c1c(Cl)cccc12 (stereo not drawn),-0.9%,3.1%,-2.1%,-1.6,7.3,0.1%,-4.4%,-5.6%,-9.7%
COc1ccc(CN2CCC[C@]3(N[C@H](c4ccc(C(F)(F)F)cc4)[C@@H]4C(=O)N(C)C(=O)[C@@H]43)C2=O)cc1,-10.8%,30.8%[activator],2.0%,-1.9,-8.3,-1.9%,6.5%,-3.1%,10.0%
O=C(NCCc1ccccc1)c1cccs1,-1.9%,9.2%,-1.8%,3.6,0.8,6.9%,7.5%,-6.8%,-2.2%
CC1CCCCC1NC(=O)CCNS(=O)(=O)c1cc(Br)cnc1N (stereo not drawn),-1.1%,-3.9%,-0.9%,2.2,10.0,x,-2.5%,8.1%,4.4%
COC(=O)c1ccc(NC(=O)Nc2ccc3c(c2)nc(C)n3C)cc1,-8.4%,12.0%,0.3%,1.7,-1.7,-8.7%,-3.8%,-0.9%,3.3%
COc1ccc(NS(=O)(=O)c2cc(NC(=O)C3CC3)ccc2N2CCOCC2)cc1,5.2%,-10.1%,2.2%,2.6,-4.9,23.7%,3.8%,0.3%,18.8%
COc1ccc(CNc2nc3nc(C)cc(C)n3n2)cc1,-1.4%,5.1%,-7.2%,-1.0,x,-7.7%,2.4%,0.6%,6.9%
CC1CN(C(=O)CCC(=O)NCc2ccc(F)cc2)c2ccccc2S1 (stereo not drawn),-3.6%,2.1%,-5.9%,-1.1,2.3,25.9%,3.6%,-1.6%,-6.7%
C#CCOCCOCCOCCNc1nc(N2CCN(C(=O)[C@H]([C@@H](C)O)n3cc(CCCCN)nn3)CC2)nc(N2CCN(C(=O)[C@H](CCCCN)n3cc(CCC(=O)O)nn3)CC2)n1,-9.9%,-0.1%,-1.0%,0.5,3.4,-6.3%,-3.1%,-2.0%,-12.9%

# 3 entries already listed, arranged by count of non-hydrogen atoms, high to low:
SMILES,EPAC1 ag,EPAC1 antag,aSyn yeast inh,IL-2 act,PI5P4Ka inh,Abeta rescue,WRN inhibitor,PLK1 PBD inh,FUS yeast rescue
C#CCOCCOCCOCCNc1nc(N2CCN(C(=O)[C@H]([C@@H](C)O)n3cc(CCCCN)nn3)CC2)nc(N2CCN(C(=O)[C@H](CCCCN)n3cc(CCC(=O)O)nn3)CC2)n1,-9.9%,-0.1%,-1.0%,0.5,3.4,-6.3%,-3.1%,-2.0%,-12.9%
CC1CN(C(=O)CCC(=O)NCc2ccc(F)cc2)c2ccccc2S1 (stereo not drawn),-3.6%,2.1%,-5.9%,-1.1,2.3,25.9%,3.6%,-1.6%,-6.7%
CC1CCCCC1NC(=O)CCNS(=O)(=O)c1cc(Br)cnc1N (stereo not drawn),-1.1%,-3.9%,-0.9%,2.2,10.0,x,-2.5%,8.1%,4.4%
